Growth percent in the NCI-60 one-dose screen (48 h, 10 µM unless noted): 100 = growth as untreated, 0 = no growth, -100 = all killed.
RPMI-8226 = RPMI-8226 leukemia cells | 77,000 compounds, 7.5% hits
HOP-62 = HOP-62 NSCLC; 80,000 compounds, 3.9% hits; AID 1794735
EKVX = EKVX NSCLC; AID 1794765; 71,000 compounds, 3% hits
CCRF-CEM = CCRF-CEM leukemia | 77,000 compounds, 7% hits | AID 1794778
M14 = M14 melanoma; AID 1794745; 80,000 compounds, 6.2% hits
HOP-92 = HOP-92 NSCLC cells; AID 1794738; 71,000 compounds, 6.3% hits
A549/ATCC = A549/ATCC NSCLC. 81,000 compounds, 3.7% hits
MOLT-4 = MOLT-4 leukemia cells; AID 1794779; 80,000 compounds, 6.9% hits
Active calls of the source: *; . = no result given; & = joins results of further samples. How the source made its calls: active means growth percent below 10; inactive means the rest.

SMILES	RPMI-8226	HOP-62	EKVX	CCRF-CEM	M14	HOP-92	A549/ATCC	MOLT-4
N#Cc1c(/N=C\NNC(=O)c2ccccc2O)oc(-c2ccccc2)c1-c1ccccc1	97	68	79	97	97	.	80	92
CC[N+](CC)(CC)CCOCc1cccc2ccccc12	87	101	85	98	95	84	112	100
Cc1nn(-c2ccc(F)cc2)c2ncnc(Oc3ccc(NC(=O)Nc4cc(C(F)(F)F)ccc4F)cc3)c12	93	95	87	101	99	85	92	90
CCN(CC)CCOC(=O)Nc1ccc(Cl)cc1	92	100	102	79	101	79	95	80
COc1ccc2c(c1)c(-c1nc(-c3cn(C)c4c(Cl)nccc34)cs1)cn2C(=O)OC(C)(C)C	53	118	98	59	89	106	66	68
COc1ccc(OC)c(/C=C2\Oc3cc(OCCCN4CCCC4)ccc3C2=O)c1	78	96	80	51	-2.5*	78	81	55
O=C1CCc2cc(Nc3nc(NCCCO)nc4ccsc34)ccc2N1	102	103	96	95	101	.	105	95
COc1ccc(-c2nnc(SC/C(=N/O)c3ccccc3)n2-c2ccccc2)cc1OC	69	99	101	84	99	86	90	82
COc1cccc2nc(Nc3cccc(NC(=O)c4ccc(N5CCOCC5)c(C(F)(F)F)c4)c3)ccc12	16	38	69	17	32	72	27	19
COc1ccc(Nc2nn3c(SCC(=O)c4ccc(OC)cc4)nnc3s2)cc1	100	102	100	103	102	94	95	83
COc1cc(/C=C/C(=O)c2ccc(O)c(CN3CCN(c4cc5c(cc4F)c(=O)c(C(=O)O)cn5C4CC4)CC3)c2)cc(OC)c1OC	-3.9*	72	49	9.8*	49	81	43	33
COc1ccc(Cn2cc3c(c2-c2cc(OC)c(OC)c(OC)c2)CCc2c(CN4CCOCC4)noc2-3)cc1	28	45	43	16	.	100	33	23
COc1ccc2c(c1)CC[C@@H]1[C@@H]2CC[C@]2(C)[C@@H](O)C(=O)C[C@@H]12	103	103	102	92	110	116	100	91
CCCOc1ccc(N2CCN(c3ncnc4c3ncn4CC(=O)OCC)CC2)cc1	51	89	78	78	95	63	77	86
CCN(CC)CCOc1ccc(C(=C(C)c2ccc(OC)cc2)c2ccc(OCCN(CC)CC)cc2)cc1	-44*	4.7*	39	-11*	-70*	-4.2*	12	1.2*
CS/C(Nc1ccccc1)=C(\C#N)C(=O)c1ccccc1	89	97	106	85	110	69	87	92
N#Cc1c(-c2cccc(Cl)c2)cc(-c2cccc(F)c2)[nH]c1=O	65	93	95	.	101	55	85	.
CS(=O)(=O)c1nccc(-c2c(-c3cccc(O)c3)nc3occn23)n1	96	93	93	89	98	104	107	120
CC12SCC(C(=O)NCc3ccccc3C(F)(F)F)N1C(=O)c1ccccc12 (centres undefined)	87	97	104	88	101	88	70	75
NCCN1C(=O)c2cccc3c(-c4ccc(-c5nc6c7ccccc7c7ccccc7c6[nH]5)cc4)ccc(c23)C1=O	.	105	86	85	.	97	90	78
Cn1c(N)c(N=Cc2ccccc2)c(=O)n(C)c1=O	108	96	100	112	99	102	105	99
Cc1c(C(=O)/C=C/c2ccc(Cl)cc2)nnn1-c1ccc(Br)cc1	88	100	93	99	108	96	102	103
Cc1ccc2nc(C)c(-c3nnc(SCc4ccc(F)cc4)o3)n2c1	74	75	74	85	77	76	85	81
C/C(=N\NC(=O)c1ccc(S(N)(=O)=O)cc1)c1cc2ccccc2o1	117	115	104	103	100	111	104	122
CCOC(=O)CC[C@H](NC(=O)c1ccc(NC(=O)Cn2cnc3c(c(SC)nn3-c3ccc(Br)cc3)c2=O)cc1)C(=O)OCC	108	99	101	100	108	101	108	103
The list goes on.
SMILES	RPMI-8226	HOP-62	EKVX	CCRF-CEM	M14	HOP-92	A549/ATCC	MOLT-4
COc1cccc(C(=O)c2ccccc2NC(C)=O)c1	104	94	105	98	98	92	104	89
CC(=O)/C=C\C(C)=O	116	94	98	115	101	118	96	101
O=c1cc(Cn2cnn(-c3ccccc3)c2=O)c2ccc3ccccc3c2o1	92	85	107	93	100	97	101	.
COc1cc2c(cc1O)[C@@H]1[C@H](c3ccccc3Cl)OC(=O)N1CC2	99	125	107	.	94	90	95	96
CCOc1ccc([C@H]2C(C(=O)c3ccc(Cl)cc3)C3(N[C@@H]2c2ccccc2)C(=O)Nc2ccccc23)cc1 (some centres undefined)	72	80	63	82	68	62	55	48
COc1ccc(NC(=O)Oc2ccc(C#N)cc2)cc1	98	.	.	.	105	.	104	100
N#Cc1nc(-c2cccc(Br)c2)cc(-c2ccc(Nc3nc(N4CCCCC4)nc(N4CCCCC4)n3)cc2)c1N	0.0*	19	5.8*	11	2.1*	-69*	22	8.6*
Oc1ccc(-c2nc3ccc(/C(=N\N=C\c4ccccc4)c4ccccc4)cc3[nH]2)cc1	34	100	99	27	69	103	90	63
Cc1ccc(C2=Nn3c(N=Nc4c(O)[nH]c5ccc(Br)cc45)nnc3SC2)cc1	102	98	107	97	108	109	84	94
CCCCOc1c(Cl)cc(Cl)cc1-c1ccccc1	109	103	102	103	111	97	89	114
COc1ccc(-c2cc(-c3cccs3)[nH]c(=O)c2C#N)cc1	93	94	103	52	117	64	98	101
COc1ccc(Br)cc1NC(=O)Nc1cccc2c1ccn2Cc1ccnc(N)c1	15	-45*	31	27	-30*	-7.4*	19	8.2*
Cc1ccc(-c2nonc2NC(=O)/C(C#N)=C/c2c(Oc3ccccc3)nc3ccccn3c2=O)cc1	95	92	96	88	99	68	94	92
CSC(=CC(=O)c1ccco1)SC	104	102	.	101	105	.	.	95
O=C(CCCCCNC(=O)C(=O)O)Nc1ccccc1	107	110	98	103	99	109	108	105
COCCOC(=O)C1=C(C)NC(C)=C(C(=O)OC)C1c1cccc(C#N)c1 (centres undefined)	109	107	97	100	101	112	105	97
Cc1cc(N)c(-n2[nH]c(=O)cc2C)cc1C	103	103	105	.	110	90	108	110
O=C(NNc1nc2cc(F)c(F)cc2n2cccc12)c1cccnn1	9.6*	20	7.1*	7.8*	11	75	14	7.9*
CN(CCc1ccccn1)c1ccccc1	.	104	.	-0.4*	100	.	100	60
COc1ccc(-c2nc3ccccc3s2)cc1S(=O)(=O)O	93	103	108	94	107	80	106	95
O=C(O)c1cn(C2CC2)c2cc(N3CCN(C(=O)N/N=C/c4cccs4)CC3)c(F)cc2c1=O	111	106	98	103	99	79	108	111
CCOc1cccs1	110	100	.	122	107	.	106	115
COc1ccc(-n2c(-c3ccc(NC(=O)CCCl)cc3)nnc2-c2cc(OC)c(OC)c(OC)c2)cc1	31	55	51	17	60	46	30	6.3*
O=C(CN1CCCCC1)NNc1ncnc2ccccc12	111	99	101	109	100	97	104	109
CC(=O)C1=C(O)C2(C)c3c(O)c(C)c(O)c(C(C)=O)c3OC2CC1=O (centres undefined)	38	95	.	49	67	38	76	83
Next section:
SMILES	RPMI-8226	HOP-62	EKVX	CCRF-CEM	M14	HOP-92	A549/ATCC	MOLT-4
O=C1CSC(=S)N1Cc1ccccc1	97&106	110&115	105	99&96	78&101	82&104	103&101	96&102
C=CCOc1ccc(/C=C2\SC(=S)N(CCc3ccc(O)cc3)C2=O)cc1	77	106	91	5.7*	103	-2.8*	89	40
CC(C)c1ccc(CNc2sc3c(c2C#N)CCC(=O)C3)cc1	56	103	94	40	100	82	94	53
N#Cc1ccc(C(=O)NNC(=O)CSc2nc3sc4c(c3c(=O)n2-c2ccc(Cl)cc2)CCCC4)cc1	55	7.6*	54	49	45	46	62	46
COC(=O)[C@]12CC[C@@H](C)[C@H](C)[C@H]1[C@H]1C(=O)C[C@@H]3[C@@]4(C)CC[C@H](OC(C)=O)C(C)(C)[C@@H]4CC[C@@]3(C)[C@]1(C)CC2	101	90	90	98	92	90	85	93
CN(C)c1ccc(C(c2ccc(N(C)C)cc2)C(O)c2ccccc2)cc1 (centres undefined)	.	96	91	98	110	98	106	99
O=c1oc2cccnc2n1Cc1cn(-c2ccc(Cl)cc2Cl)nn1	94	97	102	94	102	114	81	90
Cc1cccc(C)c1NC(=O)CSC(=S)N1CCN(CCOCCO)CC1	108	105	95	107	100	110	101	104
COc1ccccc1/C=C1\Oc2ccc(O)cc2C1=O	97	104	81	101	98	99	96	91
COc1ccc2ccc(OC)cc2c1	103	88	100	98	103	99	106	99
C=C(C)[C@@H]1CC[C@]2(CO)CC[C@]3(C)[C@H](CC[C@@H]4[C@@]5(C)CC[C@H](NOCCCN)C(C)(C)[C@@H]5CC[C@]43C)[C@@H]12	98	86	69	.	103	105	93	73
CC1=CC(C)=C(C#N)C2=S=C(c3ccccc3)C(=O)N12	96	104	.	97	103	92	97	101
COc1cc(C2N(c3ccccc3)NC(=O)[C@H]3CCCN23)cc(OC)c1OC (some centres undefined)	90	90	92	95	100	46	92	89
C/C(NCCc1ccc(O)cc1)=C1\CCOC1=O	96	104	108	109	103	99	93	83
OCC1(CO)CCCO1	106	99	.	88	110	102	98	89
N#CCCN=Nc1c(O)[nH]c2ccc(Br)cc12	105	88	79	108	107	95	104	109
CC(=O)Oc1ccccc1C(=O)/C=C/c1cccc([N+](=O)[O-])c1	-17*	99	76	5.0*	96	70	96	51
C[C@]12CC[C@H]3[C@@H](CCC4=CC(=O)CC[C@@]43C)[C@@H]1CC[C@@H]2CN=[N+]=[N-]	45	101	.	43	92	56	70	72
C=C(C)[C@@H]1CC[C@]2(C(N)=O)CC[C@]3(C)[C@H](CC[C@@H]4[C@@]5(C)CCC(=O)NC(C)(C)[C@@H]5CC[C@]43C)[C@@H]12	69	82	86	89	89	87	67	70
Cc1cccc(N2CCC(=O)NC2=S)c1	117	110	107	154	97	105	99	104
CCOC(=O)C1=C(C)n2nc(CC#N)c(C#N)c2NC1c1ccc(OC)cc1 (centres undefined)	104	81	83	101	92	93	105	102
COc1ccc(Cn2cc3c(c2-c2cc(OC)c(OC)c(OC)c2)CCc2cnoc2-3)cc1N	26	47	27	24	6.2*	81	28	25
CN(C)c1ccc(C=O)cc1	106	99	98	106	100	110	110	99
CC(C)=C(C)C1CC1CCNS(=O)(=O)c1ccc(C)cc1 (centres undefined)	98	95	91	89	99	109	107	106
CCN(CC)c1ccc2c(-c3ccccc3C(=O)O)c3ccc(=[N+](CC)CC)cc-3oc2c1	108	91	83	104	78	98	83	77
Additional structures follow.
SMILES	RPMI-8226	HOP-62	EKVX	CCRF-CEM	M14	HOP-92	A549/ATCC	MOLT-4
COc1ccc(-c2nn(C(=O)NCCN3CCCCC3)cc2-c2ccncc2)cc1Cl	.	76	77	110	101	.	94	100
COc1cc(/C=C2\SC(=O)N(Cc3ccc(-c4ccccc4C#N)cc3)C2=O)ccc1O	104	105	88	89	106	101	100	94
COc1ccc(-c2cc(C(=O)N3N=C(c4ccc(N)cc4)CC3c3ccc(OC)cc3)c3ccccc3n2)cc1 (centres undefined)	66	65	92	64	64	56	68	74
COc1ccc(C(=O)C/C(=C\c2cc(OC)c(OC)c(OC)c2)C(=O)NCc2ccccc2)cc1	81	85	92	98	100	.	81	70
NC(=S)c1c(N)n(C2OC(CO)C(O)C2O)c2ncnc(N)c12 (centres undefined)	.	3.8*	-27*	-49*	-25*	-22*	5.5*	.
CN1CCC(CN2c3ccccc3Sc3ccccc32)C1 (centres undefined)	79	91	107	73	74	-0.2*	91	79
CN1c2ccccc2S(=O)(=O)n2nc(CCSc3nc4ccccc4s3)nc21	116	117	95	84	95	78	94	144
c1ccc2nc(NN=C3CCCCC3)ccc2c1	.	.	66	85	86	81	102	87
CC(=O)Oc1ccc2c(c1)oc(=O)c1c3ccc(OC(C)=O)cc3oc21	99	.	99	88	109	93	105	84
COc1cc(OC)cc(-c2cc(-c3c[nH]c4ccccc34)nc(-c3c[nH]c4ccccc34)c2C#N)c1	99	96	91	97	95	95	99	99
COC(=O)C1(CS(C)=O)NC(=S)NC(=O)C1C#N (centres undefined)	104	99	95	100	103	103	100	112
OCC(Nc1ncnc2ccc(-c3cnc4cnccn34)cc12)c1ccccc1 (centres undefined)	62	80	52	81	93	59	74	76
c1ccc(Nc2ccccn2)cc1	89	.	108	85	107	98	99	84
C#CCOc1ccccc1C(Nc1cc(C)ccc1C)c1nnnn1C1CCCCC1 (centres undefined)	62	94	81	78	.	89	83	63
CC(O)COc1ccc(C2CCCCC2)cc1 (centres undefined)	104&115	98&102	82	95&104	110	88&75	94&94	93&125
COc1ccc(C2C(C#N)=C(NC(C)=O)Oc3c2ccc2ccccc32)cc1 (centres undefined)	93	66	79	99	95	85	104	89

Among those listed so far, these contain a furan ring, fused or not:
SMILES	RPMI-8226	HOP-62	EKVX	CCRF-CEM	M14	HOP-92	A549/ATCC	MOLT-4
N#Cc1c(/N=C\NNC(=O)c2ccccc2O)oc(-c2ccccc2)c1-c1ccccc1	97	68	79	97	97	.	80	92
C/C(=N\NC(=O)c1ccc(S(N)(=O)=O)cc1)c1cc2ccccc2o1	117	115	104	103	100	111	104	122
CSC(=CC(=O)c1ccco1)SC	104	102	.	101	105	.	.	95
CC(=O)Oc1ccc2c(c1)oc(=O)c1c3ccc(OC(C)=O)cc3oc21	99	.	99	88	109	93	105	84

5 structures already listed, arranged by length of the SMILES, smallest number first:
SMILES	RPMI-8226	HOP-62	EKVX	CCRF-CEM	M14	HOP-92	A549/ATCC	MOLT-4
CSC(=CC(=O)c1ccco1)SC	104	102	.	101	105	.	.	95
CN1CCC(CN2c3ccccc3Sc3ccccc32)C1 (centres undefined)	79	91	107	73	74	-0.2*	91	79
COc1cccc(C(=O)c2ccccc2NC(C)=O)c1	104	94	105	98	98	92	104	89
O=C1CCc2cc(Nc3nc(NCCCO)nc4ccsc34)ccc2N1	102	103	96	95	101	.	105	95
COc1cc2c(cc1O)[C@@H]1[C@H](c3ccccc3Cl)OC(=O)N1CC2	99	125	107	.	94	90	95	96

Assay outcomes (PubChem BioAssay)
